Screens from PubChem.
Giardia killer = Giardia lamblia killing; Giardia lamblia trophozoite viability; activity change, % at 7.66 µM, hits read low; 0.15% of 340,000 active; AID 540267; in the data active means activity change below about -80%; inconclusive means between about -30% and that limit;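 further: parasites exposed to compound for two days anaerobically before the ATP read; on the % scale 0 is the no-effect control and ±100 the full control effect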
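Luminescence from cellular ATP indicates surviving trophozoites (100 cells/well) following 48 hrs anaerobic compound treatment at 37 deg C; signal develops 15-30 min at room temperature.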
KCNH2 3.1 block = KCNH2 3.1 (human) potassium channel inhibition | U2OS KCNH2 3.1, thallium flux FluxOr; stronger effect = lower value | 0.95% of 340,000 active | AID 720553 | activity change, % (tested at about 1.8 µM);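 active means maximum activity change below -70%; inconclusive means maximum activity change from -70% to -50%; inactive means maximum activity change above -50%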;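 further: thallium influx rate constant from kinetic fluorescence after stimulation buffer; on the % scale 0 is the no-effect control and ±100 the full control effect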
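FluxOr-based Tl+ influx in U2OS cells transduced with KCNH2 3.1 virus; rate constants normalized to DMSO controls.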
RORgamma inh = ROR gamma (mouse) transcription inhibition. P51450. Drosophila S2 Gal4-RORgamma UAS-luciferase reporter, 20 h. Potency, µM (doses to about 53.6 µM), for the others: top-dose activity change, negative = inhibition, usual class: inhibitors. 5.4% of 310,000 active. AID 2551; further: potency means the concentration at half of the fitted maximal effect; on the % scale 0 is the no-effect control and ±100 the full control effect; nearly all actives have a fitted effect of over 60% in size
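Drosophila Schneider cells stably carrying a metallothionein-driven Gal4 DBD–ROR gamma fusion and a UAS-Photinus luciferase reporter were exposed to compound for 1 hr, then induced with copper sulfate (700 uM final) for 20 hr at ambient temperature before luminescence reading.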
Coupling enz = coupling enzyme interference in Giardia aldolase counter-screen; coupling enzyme system counterscreen, AmpLite Red fluorescence; activity change, negative = inhibition, % at 58.2 µM, hits read low; 0.67% of 290,000 active; AID 2472; in the data active means activity change below about -30%; further: on the % scale 0 is the no-effect control and ±100 the full control effect
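Counterscreen of the coupled detection system alone, without aldolase: glyceraldehyde-3-phosphate coupling enzymes plus AmpLite Red readout. Compounds at 57.5 uM final, 10 min RT preincubation, 20 min RT reaction, fluorescence 525/598 nm.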
Tb PFK inh = blocks T. brucei phosphofructokinase. O15648. T. brucei PFK, ADP-Glo luminescence. Potency, µM (top dose mostly 57.5 µM), without a hit: top-dose activity, negative = inhibition, hits mostly inhibitors. 0.17% of 330,000 active. AID 485367;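 further: potency means the concentration at half of the fitted maximal effect; 0% = uninhibited 1x PFK enzyme wells and -100% = no-enzyme wells; nearly all actives have a fitted effect of over 60% in size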
Target sequence (O15648 whole entry, looked up): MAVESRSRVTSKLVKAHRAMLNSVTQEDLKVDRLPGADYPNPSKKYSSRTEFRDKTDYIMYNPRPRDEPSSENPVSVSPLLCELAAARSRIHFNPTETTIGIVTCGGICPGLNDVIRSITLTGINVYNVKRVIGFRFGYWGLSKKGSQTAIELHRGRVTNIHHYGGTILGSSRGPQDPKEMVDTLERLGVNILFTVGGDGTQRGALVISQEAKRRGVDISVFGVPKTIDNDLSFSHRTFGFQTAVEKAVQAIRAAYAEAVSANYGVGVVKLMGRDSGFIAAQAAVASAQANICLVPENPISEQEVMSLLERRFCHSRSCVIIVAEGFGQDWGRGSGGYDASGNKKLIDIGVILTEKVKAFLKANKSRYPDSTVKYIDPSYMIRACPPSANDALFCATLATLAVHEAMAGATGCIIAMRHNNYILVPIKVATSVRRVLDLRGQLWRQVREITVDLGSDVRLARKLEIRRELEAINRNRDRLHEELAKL
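ADP-Glo luminescence quantified ADP after 45 min at room temperature, with 1.25 nM T. brucei PFK, 0.1 mM ATP and 0.5 mM fructose-6-phosphate in pH 8.0 TEA buffer. qHTS titrations up to 57 µM; curves classified by quality.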
Gal4-VP16 FLuc = Gal4-VP16 reporter inhibition counter-screen. Drosophila S2 Gal4-VP16 UAS-luciferase, luminescence, 20 h. Potency, µM (top dose mostly 53.6 µM), without a hit: at the highest dose activity, negative = inhibition, hits mostly inhibitors. AID 2546. 3.5% of 310,000 active;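 further: Gal4-VP16 expression switched on by copper sulfate through the metallothionein promoter; potency means the concentration at half of the fitted maximal effect; on the % scale 0 is the no-effect control and ±100 the full control effect; nearly all actives have a fitted effect of over 50% in size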
uPA generation = inhibitors of cell surface uPA generation | cell surface uPA generation assay, qHTS | Potency, µM (titrated, usually from 38.3 µM), without a hit: top-dose activity change, negative = inhibition, usual class: inhibitors | 0.31% of 330,000 active | AID 540303; active means well fitted inhibition curve with a large enough effect; inconclusive means small, poorly fitted or top-dose-only effect; inactive means no such curve, though single readings can be large or run the other way; tested in mouse RAW 264.7 cells; further: potency means the concentration at half of the fitted maximal effect; on the % scale 0 is the no-effect control and ±100 the full control effect; nearly all actives have a fitted effect of over 55% in size
NPC1 promoter act = NPC1 promoter activation; Huh7 NPC1 promoter luciferase reporter, 24 h; Potency, µM (top dose mostly 9.22 µM), for the others: at the top dose activation, most hits filed as activators; 2.4% of 320,000 active;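 further: potency means the concentration at half of the fitted maximal effect; % of control where 0% means no effect; nearly all actives have a fitted effect of over 60% in size; reporter is driven by a mutant NPC1 promoter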
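Huh7 reporter cells (NPC1 promoter driving luciferase) are dosed with compound for 24 h at 37 °C, 5% CO2; luciferase detection reagent is then added and luminescence measured after 10 min at ambient temperature.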
Rab9 prom act = Rab9 promoter activation. Potency, µM (highest dose often 9.22 µM), without a hit: at the highest dose activation, negative = inhibition, actives largely listed as activators. 2.8% of 320,000 active. Huh7 Rab9 promoter-luciferase reporter, luminescence, 24 h; further: potency means the concentration at half of the fitted maximal effect; % of control where 0% means no effect; nearly all actives have a fitted effect of over 60% in size
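Steps: seed 1500 Huh7 Rab9-luc cells per well, rest 2 h at 37 °C; add compound in DMSO; incubate 24 h; add luciferase reagent, 10 min ambient; read luminescence.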
FLuc modulator = firefly luciferase modulation, counter-screen for miR-21 project; 6.9% of 360,000 active; Potency, µM (top dose mostly 57.5 µM), for inactives: at the top dose activity change, negative = inhibition, hits mostly inhibitors; purified FLuc, Km substrates, luminescence inhibition; AID 588342;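 further: potency means the concentration at half of the fitted maximal effect; plate controls were vehicle for no effect and reference inhibitor for full effect; nearly all actives have a fitted effect of over 55% in size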
Target sequence (P08659 whole entry, looked up): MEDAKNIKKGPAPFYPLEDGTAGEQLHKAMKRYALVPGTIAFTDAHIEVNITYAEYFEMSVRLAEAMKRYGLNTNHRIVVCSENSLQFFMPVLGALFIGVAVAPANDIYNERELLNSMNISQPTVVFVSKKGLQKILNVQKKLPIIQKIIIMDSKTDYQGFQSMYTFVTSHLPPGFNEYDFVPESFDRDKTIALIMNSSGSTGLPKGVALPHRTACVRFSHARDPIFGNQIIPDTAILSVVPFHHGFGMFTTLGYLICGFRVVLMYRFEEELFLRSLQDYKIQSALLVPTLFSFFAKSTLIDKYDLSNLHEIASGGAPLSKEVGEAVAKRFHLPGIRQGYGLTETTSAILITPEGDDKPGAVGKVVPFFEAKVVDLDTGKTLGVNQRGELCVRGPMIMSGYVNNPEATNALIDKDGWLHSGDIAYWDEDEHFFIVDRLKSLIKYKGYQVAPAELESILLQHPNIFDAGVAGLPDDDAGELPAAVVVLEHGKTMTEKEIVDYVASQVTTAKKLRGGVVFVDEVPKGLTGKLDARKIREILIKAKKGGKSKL
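Purified P. pyralis luciferase, 10 nM final, with Km-level 10 uM D-luciferin and 10 uM ATP in 50 mM Tris acetate pH 7.5, 10 mM Mg acetate, 0.01% Tween-20, 0.05% BSA; 6-point qHTS titration about 60 µM downward; luminescence read.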
ELG1 genotoxic = genotoxicity induction in ELG1-luciferase HEK293T cells. Potency, µM (doses to about 46 µM), for inactives: at the highest dose activity change, positive = activation, most hits filed as activators. HEK293T ELG1-luciferase reporter, luminescence, 16 h. 1.3% of 330,000 active; further: potency means the concentration at half of the fitted maximal effect; % of control where 0% means no effect; nearly all actives have a fitted effect of over 60% in size
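Genotoxic stress is detected as increased luminescence from luciferase-tagged ELG1 in HEK293T cells, measured with ONE-Glo after a 16 hr treatment at 37 °C.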
* hit, by the source's call; & = joins results of further samples; [ ] = remark or other dose. Unless noted, the call rests on the fitted dose curve; in most records, active means well fitted curve in the direction sought with a large enough effect; inconclusive means small, poorly fitted or top-dose-only effect, or another doubt; inactive means no such curve, though single readings can be large; an effect the other way counts as inactive or inconclusive.

What do the screens show for `COc1cccc(N(CC(=O)NC2CCCCC2)C(=O)c2snc(C(N)=O)c2N)c1`?
Giardia killer: -0.7; KCNH2 3.1 block: -10.3; RORgamma inh: inconclusive; Coupling enz: 0.0; Tb PFK inh: 6.5%; Gal4-VP16 FLuc: 15.5%; uPA generation: -0.6%; NPC1 promoter act: -0.2%; Rab9 prom act: -3.1%; FLuc modulator: 4.2%; ELG1 genotoxic: 6.8%

What do the screens show for `CCN(C(=O)c1ccc2c(OC)n(CC)nc2c1)c1ccc(OC)cc1`?
Giardia killer: 18.0; RORgamma inh: -18.8%; Coupling enz: 0.7; Tb PFK inh: 2.2%; Gal4-VP16 FLuc: -4.3%; uPA generation: 9.7%; NPC1 promoter act: -0.3%; Rab9 prom act: -2.2%; FLuc modulator: 1.4%; ELG1 genotoxic: -0.2%

How did Cc1c2ccccc2c(C)c2c1ccc1ccccc12 do in these assays?
Giardia killer: 12.2; KCNH2 3.1 block: 8.5; RORgamma inh: -5.6%; Tb PFK inh: -0.5%; Gal4-VP16 FLuc: inconclusive; uPA generation: inconclusive; NPC1 promoter act: 21.9%; Rab9 prom act: inconclusive; FLuc modulator: 13.5µM*; ELG1 genotoxic: 18.3µM*

How did NC(CCCCCP(=O)(c1ccccc1)c1ccccc1)C(=O)O (stereo unspecified) do in these assays?
Giardia killer: -7.1; KCNH2 3.1 block: -0.7; RORgamma inh: -1.5%; Coupling enz: 0.7; Tb PFK inh: 2.7%; Gal4-VP16 FLuc: -9.7%; uPA generation: 9.1%; NPC1 promoter act: -3.9%; Rab9 prom act: 5.5%; FLuc modulator: -0.1%; ELG1 genotoxic: -0.5%

What do the screens show for `Cn1cnc2cc(NC(=O)c3cccs3)ccc21`?
Giardia killer: -27.2; KCNH2 3.1 block: 25.5; RORgamma inh: -25.1%; Coupling enz: 1.7; Tb PFK inh: -3.2%; Gal4-VP16 FLuc: -4.2%; uPA generation: -10.2%; NPC1 promoter act: inconclusive; Rab9 prom act: 2.82µM*; FLuc modulator: 16.9µM*; ELG1 genotoxic: inconclusive

Results for O=C1CC2(CCN(C(=O)COc3ccccc3F)CC2)Oc2ccccc21 ?
Giardia killer: -18.6; KCNH2 3.1 block: 10.2; Tb PFK inh: -4.7%; uPA generation: 1.2%; NPC1 promoter act: -2.7%; Rab9 prom act: -1.3%; FLuc modulator: -1.0%; ELG1 genotoxic: -1.6%

How did O=C(Nc1ccc(-c2csnn2)cc1)C1CC1 do in these assays?
Giardia killer: 6.5; KCNH2 3.1 block: -17.1; RORgamma inh: 9.6%; Coupling enz: -1.5; Tb PFK inh: 0.5%; Gal4-VP16 FLuc: -10.8%; uPA generation: 2.1%; NPC1 promoter act: -4.7%; Rab9 prom act: 14.2%; FLuc modulator: -24.3%; ELG1 genotoxic: 3.6%

Results for Cc1ccc(C(=O)OC(C)CN2CCOCC2)cc1 (stereo unspecified) ?
Giardia killer: 1.1; KCNH2 3.1 block: -1.1; RORgamma inh: 21.1%; Coupling enz: 2.7; Tb PFK inh: 2.1%; Gal4-VP16 FLuc: 3.3%; uPA generation: 4.4%; NPC1 promoter act: -1.2%; Rab9 prom act: 17.7%; FLuc modulator: -1.0%; ELG1 genotoxic: -3.8%

How did COc1ccc(OC)c(C2C(C(=O)c3cccs3)=C(O)C(=O)N2CCN2CCOCC2)c1 (stereo unspecified) do in these assays?
Giardia killer: -26.9; KCNH2 3.1 block: -5.6; RORgamma inh: -6.6%; Coupling enz: -2.0; Tb PFK inh: -20.6%; Gal4-VP16 FLuc: 2.1%; uPA generation: 3.9%; NPC1 promoter act: 3.7%; Rab9 prom act: -2.7%; FLuc modulator: -2.3%; ELG1 genotoxic: -2.0%

Results for COc1ccc(-n2c(C)cc(=O)c3c2CC(C)(C)CC3=O)cc1 ?
Giardia killer: 21.3; KCNH2 3.1 block: 14.7; RORgamma inh: -5.2%; Coupling enz: 1.2; Tb PFK inh: 0.0%; Gal4-VP16 FLuc: -2.5%; uPA generation: -5.8%; NPC1 promoter act: 0.2%; Rab9 prom act: 1.2%; FLuc modulator: 6.0%; ELG1 genotoxic: 2.3%

How did CN(Cc1ccccn1)C(=O)CC1C(=O)NCCN1Cc1ccc(F)cc1Cl (stereo unspecified) do in these assays?
Giardia killer: -2.1; KCNH2 3.1 block: 12.2; RORgamma inh: -0.2%; Tb PFK inh: -3.6%; Gal4-VP16 FLuc: -0.5%; uPA generation: -1.6%; NPC1 promoter act: -3.1%; Rab9 prom act: -9.8%; FLuc modulator: 2.3%; ELG1 genotoxic: 1.8%

How did N=C1/C(=C\c2coc3ccc(O)cc3c2=O)C(=O)N=C2SC=CN12 do in these assays?
Giardia killer: -5.6; KCNH2 3.1 block: -2.3; RORgamma inh: 1.6%; Coupling enz: -0.3; Tb PFK inh: 1.0%; Gal4-VP16 FLuc: -5.1%; uPA generation: 3.1%; NPC1 promoter act: -2.2%; Rab9 prom act: -7.2%; FLuc modulator: -13.7%; ELG1 genotoxic: -6.6%

What do the screens show for `COc1ccccc1CNS(=O)(=O)c1ccc(-c2cnc(C3CC3)o2)cc1`?
Giardia killer: 34.6[activator]; KCNH2 3.1 block: -12.4; RORgamma inh: inconclusive; Tb PFK inh: -2.1%; Gal4-VP16 FLuc: inconclusive; uPA generation: 0.282µM*; NPC1 promoter act: -30.5%[inhibitor]; Rab9 prom act: -20.2%; FLuc modulator: 2.4%&-4.7%; ELG1 genotoxic: 3.4%

What do the screens show for `Cc1ccc(NC(=O)c2cc(N3C(=O)C=CC3=O)ccc2N2CCOCC2)cc1`?
Giardia killer: -12.4; KCNH2 3.1 block: 3.8; RORgamma inh: 7.08µM*; Coupling enz: 4.6; Tb PFK inh: inconclusive; Gal4-VP16 FLuc: 7.94µM*; uPA generation: 2.6%; NPC1 promoter act: -4.7%; Rab9 prom act: 2.2%; FLuc modulator: inconclusive; ELG1 genotoxic: -0.9%

How did O=C(NCCNC(=O)C(F)(F)F)c1ccncc1 do in these assays?
Giardia killer: -10.9; KCNH2 3.1 block: -7.8; RORgamma inh: -21.3%; Coupling enz: 1.6; Tb PFK inh: -3.5%; Gal4-VP16 FLuc: -3.7%; uPA generation: 3.0%; NPC1 promoter act: 2.0%; Rab9 prom act: 6.9%; FLuc modulator: 6.6%; ELG1 genotoxic: -3.8%

What do the screens show for `CCOC(=O)C/C(C)=N/NC(=O)c1cccs1`?
Giardia killer: 13.3; KCNH2 3.1 block: 9.3; RORgamma inh: -43.4%; Coupling enz: -0.7; Tb PFK inh: -3.4%; Gal4-VP16 FLuc: 5.5%; NPC1 promoter act: 0.4%; Rab9 prom act: 0.5%; FLuc modulator: -18.9%; ELG1 genotoxic: 13.8%

What do the screens show for `CCc1ccc(CN(C)C(=O)c2ccc3c(=O)n4c(nc3c2)CCC4)cc1`?
Giardia killer: 20.8; KCNH2 3.1 block: 5.6; RORgamma inh: 10.4%; Tb PFK inh: -1.2%; Gal4-VP16 FLuc: -14.6%; uPA generation: 1.2%; NPC1 promoter act: -0.6%; Rab9 prom act: -0.2%; FLuc modulator: 3.2%; ELG1 genotoxic: -1.7%

Results for CC(Oc1ccc2c(-c3ccccc3)cc(=O)oc2c1)C(=O)N[C@H](Cc1c[nH]c2ccccc12)C(=O)O (stereo partly specified) ?
Giardia killer: 10.6; KCNH2 3.1 block: 2.6; RORgamma inh: -5.9%; Coupling enz: 7.2; Tb PFK inh: 3.8%; Gal4-VP16 FLuc: -5.7%; uPA generation: 6.3%; NPC1 promoter act: -3.8%; Rab9 prom act: -2.4%; FLuc modulator: inconclusive; ELG1 genotoxic: 3.8%

How did CCN(CC)c1ccc(NC(=O)CCCOc2cccc(C)c2)cc1 do in these assays?
Giardia killer: 16.4; KCNH2 3.1 block: -5.5; RORgamma inh: 1.9%; Coupling enz: 0.8; Tb PFK inh: 1.9%; Gal4-VP16 FLuc: -5.5%; uPA generation: 0.9%; NPC1 promoter act: -1.3%; Rab9 prom act: -3.0%; FLuc modulator: 1.3%; ELG1 genotoxic: -8.7%

How did COc1ccc(-c2nsc3c(N4CCN(C(=O)c5ccco5)CC4)ncnc23)cc1 do in these assays?
Giardia killer: 7.6; KCNH2 3.1 block: 2.7; RORgamma inh: 26.2%; Coupling enz: 1.3; Tb PFK inh: -0.8%; Gal4-VP16 FLuc: 10.8%; uPA generation: -2.8%; NPC1 promoter act: 16.1%; Rab9 prom act: 26.3%; FLuc modulator: inconclusive; ELG1 genotoxic: -4.1%

What do the screens show for `O=C(NCc1cccs1)C1CCCN1S(=O)(=O)c1ccccc1F` (stereo unspecified)?
Giardia killer: 3.0; KCNH2 3.1 block: -2.3; RORgamma inh: inconclusive; Coupling enz: -2.9; Tb PFK inh: -3.5%; Gal4-VP16 FLuc: 0.0%; NPC1 promoter act: 0.0%; Rab9 prom act: -0.8%; FLuc modulator: 1.4%; ELG1 genotoxic: -3.2%

How did O=S(=O)(NCc1cccs1)c1ccc(Cl)s1 do in these assays?
Giardia killer: 23.8; KCNH2 3.1 block: -9.6; Coupling enz: -1.8; Tb PFK inh: -2.3%; uPA generation: -3.0%; NPC1 promoter act: -0.6%; Rab9 prom act: 4.0%; FLuc modulator: 0.4%; ELG1 genotoxic: -1.9%
